# Compound activity deposited in PubChem by National Center for Advancing Translational Sciences (NCATS).
# RORg inh – inhibitors of mouse ROR gamma transcriptional activity; P51450; Drosophila S2 Gal4-RORgamma UAS-luciferase reporter, 20 h; Potency, µM (series often up to 53.6 µM), for the others: at the highest dose activity change, negative = inhibition, hits mostly inhibitors; 5.4% of 310,000 active; AID 2551; note: nearly all actives have a fitted effect of over 60% in size
# Target sequence (P51450 whole entry, looked up, the tested form may be a part): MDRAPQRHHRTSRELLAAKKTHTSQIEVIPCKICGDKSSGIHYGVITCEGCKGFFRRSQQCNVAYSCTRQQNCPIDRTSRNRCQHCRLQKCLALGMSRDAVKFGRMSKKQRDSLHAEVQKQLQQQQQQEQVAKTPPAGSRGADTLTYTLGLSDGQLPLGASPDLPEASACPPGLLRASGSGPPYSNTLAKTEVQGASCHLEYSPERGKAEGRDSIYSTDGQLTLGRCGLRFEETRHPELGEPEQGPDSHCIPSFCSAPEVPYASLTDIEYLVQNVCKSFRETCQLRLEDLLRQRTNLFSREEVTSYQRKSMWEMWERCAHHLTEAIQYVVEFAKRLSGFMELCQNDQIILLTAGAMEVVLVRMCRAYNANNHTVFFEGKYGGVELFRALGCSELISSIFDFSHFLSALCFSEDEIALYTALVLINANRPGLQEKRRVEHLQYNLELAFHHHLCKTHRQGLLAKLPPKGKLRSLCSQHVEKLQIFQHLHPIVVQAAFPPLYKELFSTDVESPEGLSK
#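 In this cell-based reporter format, copper sulfate (700 uM final) drives Gal4–ROR gamma fusion expression from a metallothionein promoter in Drosophila Schneider cells; compounds preincubated 1 hr, reporter read after 20 hr at ambient temperature.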
# Gal4-VP16 FLuc – counter-screen for ROR gamma inhibitors: Gal4-VP16 reporter; Drosophila S2 Gal4-VP16 UAS-luciferase, luminescence, 20 h; Potency, µM (top dose mostly 53.6 µM), for the others: at the top dose activity, negative = inhibition, usual class: inhibitors; 3.5% of 310,000 active; AID 2546;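 note: Gal4-VP16 expression switched on by copper sulfate through the metallothionein promoter; nearly all actives have a fitted effect of over 50% in size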
# An asterisk follows results filed as active; u = inconclusive; & = joins results of further samples; [ ] = another dose, or the depositor's remark. Calls come from the whole dose curve; as a rule, active = well fitted curve in the direction sought with a large enough effect; inconclusive = small, poorly fitted or top-dose-only effect, or another doubt; inactive = no such curve, though single readings can be large; an effect the other way counts as inactive or inconclusive. % is set by controls: 0 for no effect and ±100 for the full control effect; potency is the fitted concentration of half-maximal effect. The list is partial; rates above refer to the full screens.
mol	RORg inh	Gal4-VP16 FLuc
C=C1O[C@@](CO)(n2cnc3c(N)ncnc32)[C@H](O)[C@@H]1O	6%	-9%
COc1ccc2c(c1)C(=O)[C@H](OC(=O)Nc1cc(OC)c(OC)c(OC)c1)[C@@H](c1ccc(OC)c(Br)c1)O2	-9%	-1%
COC(=O)c1ccc(C(NC(=O)OCc2ccccc2)/C(=C/[C@@H](C)C(=O)NCCF)c2cccnc2)cc1 (some centres not stated)	13%	1%
COc1ccc(-c2nc3cnc(OC)nc3n(C3CC3)c2=O)cc1	-3%	-22%
COc1ccc2c(=O)c(CC(=O)O)coc2c1	23%	-6%
C/C=C/OC(=O)NC(c1ccccc1)[C@@]1(C(=O)OC)CCCC1=O (some centres not stated)	0%[10 µM]	-10%[10 µM]
COc1cccc(OC)c1C1=Nn2c(nnc2-c2ccccc2O)SC1	u	2%
Cc1cccc(CNc2ccnc(-c3cccnc3)n2)c1	-105%	2%
COc1ccc(NC(=O)N2CCCC3(CCN(C(=O)c4cccn4C)CC3)C2)cc1	-25%	-5%
CC1(C)SC2C(NC(=O)Cc3ccccc3)C(=O)N2C1C(=O)O (configuration not stated)	1%	-5%
COC(=O)[C@@]1(Cc2ccc(OC)cc2)[C@H]2c3cc(C(=O)N(C)C)n(Cc4ccsc4Br)c3C[C@H]2CN1C(=O)c1ccccc1	30%	-9%
COc1ccc(CNc2ncnc3ccc(-c4ccccc4CN(C)C)cc23)c(OC)c1	-10%	-11%
COc1ccc(-c2coc3c(OC)c(OC)cc(O)c3c2=O)cc1	u	-5%
CC(=O)n1nnc2ccccc21	-12%	-1%
COc1cc2nc3c(c([Si](C)(C)C(C)(C)C)c2cc1OC)Cn1c-3cccc1=O	17%	-2%
CN1CCN(c2ncc3nc(-c4ccc(F)cc4)c(=O)n(C4CC4)c3n2)CC1	-24%	-2%
COC(=O)[C@@H]1C=C[C@H](C)[C@H](CCOc2ccccc2)O1	-19%	-1%
COc1ccc(-n2c(=O)c(CCc3ccccc3)nc3cncnc32)cc1	-12%	8%
O=C1CCCC=C1[C@@H](O)COCc1ccccc1	5%[10 µM]	-5%[10 µM]
N#Cc1ccc(CS(=O)(=O)c2nnnn2C2CCCCC2)cc1	-10%	2%

# Arranged by SMILES length (ascending): 5 of the compounds above
mol	RORg inh	Gal4-VP16 FLuc
COc1cccc(OC)c1C1=Nn2c(nnc2-c2ccccc2O)SC1	u	2%
COC(=O)[C@@H]1C=C[C@H](C)[C@H](CCOc2ccccc2)O1	-19%	-1%
COc1ccc(CNc2ncnc3ccc(-c4ccccc4CN(C)C)cc23)c(OC)c1	-10%	-11%
COC(=O)c1ccc(C(NC(=O)OCc2ccccc2)/C(=C/[C@@H](C)C(=O)NCCF)c2cccnc2)cc1 (some centres not stated)	13%	1%
COC(=O)[C@@]1(Cc2ccc(OC)cc2)[C@H]2c3cc(C(=O)N(C)C)n(Cc4ccsc4Br)c3C[C@H]2CN1C(=O)c1ccccc1	30%	-9%

# Profiles, quoted from the list:
# Entry for CN1CCN(c2ncc3nc(-c4ccc(F)cc4)c(=O)n(C4CC4)c3n2)CC1 = RORg inh = -24%; Gal4-VP16 FLuc = -2%
# Entry for COC(=O)[C@@H]1C=C[C@H](C)[C@H](CCOc2ccccc2)O1 = RORg inh = -19%; Gal4-VP16 FLuc = -1%

# (continued)
mol	RORg inh	Gal4-VP16 FLuc
COc1cccc(Nc2ncc3ncc(=O)n(C)c3n2)c1	u	-16%
CN1CCN(c2ncncc2-c2ccc(C(=O)N(C)C)cc2)CC1	0%	21%
COc1cccc([C@@H]2Oc3ccc(OC)cc3/C(=N/O[C@@H](C)CN3CCCc4nc(C)c(C)cc43)[C@@H]2O)c1	13%[10 µM]	10%[10 µM]
CCCCC(=O)N1C/C=C\C(c2ccc(OC)cc2)N(Cc2ccc(F)cc2)C(=O)C1C (configuration not stated)	42%	-4%
COc1ccc(NC(=O)N2CCCC3(CCN(C(=O)c4cccc(F)c4)CC3)C2)cc1	-30%	-12%
C[C@@]1(C(=O)O)NCCc2cc(O)c(O)cc21	-28%	-5%
O=C(/C=C/c1ccccc1)c1ccc(O[C@H]2OC(CO)C(O)C(O)C2O)cc1O (some centres not stated)	u	0%
CC(C)C[C@H](NC(=O)CNC(=O)[C@H](CCC(N)=O)NC(=O)[C@H](CC(C)C)NC(=O)[C@H](CC(C)C)NC(=O)[C@H](CCCNC(=N)N)NC(=O)[C@H](CCC(N)=O)NC(=O)[C@H](CC(C)C)NC(=O)[C@H](CCCNC(=N)N)NC(=O)[C@H](C)NC(=O)CNC(=O)[C@H](CCC(=O)O)NC(=O)[C@H](CCCNC(=N)N)NC(=O)[C@H](CC(C)C)NC(=O)[C@H](CCCNC(=N)N)NC(=O)[C@H](CO)NC(=O)[C@H](CC(C)C)NC(=O)[C@H](CCC(=O)O)NC(=O)[C@H](CO)NC(=O)[C@@H](NC(=O)[C@H](Cc1ccccc1)NC(=O)[C@@H](NC(=O)CNC(=O)[C@H](CC(=O)O)NC(=O)[C@H](CO)NC(=O)[C@@H](N)Cc1cnc[nH]1)[C@@H](C)O)[C@@H](C)O)C(=O)N[C@H](C(N)=O)C(C)C	0%	-8%
COC(=O)[C@@H]1C[C@H]2CC[C@H](O)C[C@H]2N1Cc1ccc(N2CCOCC2)cc1	1%	-6%
CC(C)CN1CC2(CCN(C(=O)c3ccco3)CC2)C1	22%	0%
COc1ccc(CCCn2ncc3c2nc(N)n2nc(-c4ccco4)nc32)cc1	37%	-19%
COC(=O)C(C(=O)OC)[C@@H](NC(=O)OCc1ccccc1)c1ccccc1	-7%	-7%
CC(C)=NO[C@@H](C)c1cn([C@H](CO)Cc2ccccc2)nn1	4%&1%[10 µM]	-5%&2%[10 µM]
COc1ccc(C(=O)N2CCC3(CCN(C)CC3)CC2)cc1	-7%	-8%
Cc1noc(C)c1C(=O)N1CCC[C@@]2(CCN(c3ccccc3)C2)C1	26%	-4%
O=C(O)CNC(=O)c1ccc([N+](=O)[O-])cc1	0%	-24%
COc1ccc(C(=O)N2CCC3(CC2)CCN(c2cccc(-c4ccccc4)c2)CC3)cc1	3%	-10%
CCNc1ccccc1	7%	-5%
CN(C)c1ncc2nc(CCc3ccccc3)c(=O)n(C[C@H]3CCCO3)c2n1	u	13%
COCCn1c(=O)c(-c2ccc(OC)cc2)nc2cnc(N3CCN(C)CC3)nc21	-1%	-12%

# (more compounds)
mol	RORg inh	Gal4-VP16 FLuc
O=C(O)COc1cccc(-c2ocnc2-c2nc(-c3ccccc3)c(-c3ccccc3)o2)c1	11%	-1%
O=C(Oc1ccccc1)N1CCC2(CCCN(c3ccccc3)C2)CC1	27%	1%
CC(CCC(=O)O)C1CCC2C3C(O)C[C@@H]4CC(O)CC[C@@]4(C)C3CC(O)[C@]12C (some centres not stated)	-8%	-15%
O=C(O)[C@@]1(CCCCCCOc2ccc(Cl)cc2)CO1	-5%	-6%
CC12C=C(/C=C/c3ccc(F)cc3)C(C)(C1)C(c1ccc(F)cc1)CC2=O (configuration not stated)	1%[10 µM]	2%[10 µM]
COc1cc(=O)n(C)c2c(OC[C@@H](O)C(C)(C)O)cccc12	14%[16.9 µM]	4%[17 µM]
CCCCCCN(C(=O)CCCCCN1C(=O)NC(c2ccccc2-c2ccccc2)C(C(=O)OCc2ccccc2)=C1C)C(C(=O)NCCCC)c1ccc(OCC(=O)OC)c(C(=O)OC)c1 (configuration not stated)	-1%	-7%
COc1ccc2[nH]cc(CCNc3ncncc3-c3c(C)noc3C)c2c1	41%	7%
CN(C)c1ccc(-c2cc(C3C4C=CCCC4(C)C(=O)N3Cc3ccccc3)ccc2F)cc1 (configuration not stated)	16%	-11%
O=C(c1cc(C(F)(F)F)cc(C(F)(F)F)c1)N1CCC[C@@]2(CCN(Cc3ccncc3)C2)C1	6%	-18%
CN1CCN(c2ncc3nc(-c4cn(C)c5ccccc45)c(=O)n(CCc4ccccc4)c3n2)CC1	-12%	1%
COc1ccc(-c2cc(=O)c3ccccc3o2)cc1OC	-27%	0%
Cc1nc2cnc(N(C)C)nc2n(-c2ccccc2)c1=O	-19%	-7%
CC(C)C1=CC2=CC[C@@H]3[C@](C)(CO)CCC[C@]3(C)C2CC1 (some centres not stated)	-1%	2%
CCCCCCCCCCCCCCCC(=O)NC(C)C	-4%	-13%
COc1ccc(C2=CC3=CC(=O)C(C)(O)C(=O)C3=CO2)cc1 (configuration not stated)	-1%	-7%
C[C@@H](C1=C(CCN(C)C)Cc2ccccc21)c1ccccn1	-15%	-15%
NC1(C(=O)O)CCCC1	4%&8%	-17%&-7%
CC(C)C[C@@H](CC(=O)N[C@H](CC(=O)N[C@@H]1CCNC[C@H]1C(=O)N[C@H](CC(=O)N[C@@H](CCC(=O)O)CC(=O)O)Cc1c[nH]c2ccccc12)C(C)C)NC(=O)[C@@H]1CNCC[C@H]1N	11%	3%
COc1cccc(-c2oc3ccccc3c(=O)c2O)c1	6.3µM*	7.9µM*
C[C@@H](O)CCC[C@H](O)/C=C/[C@H]1[C@H](O)CC(=O)[C@@H]1C/C=C\CCCC(=O)O	-12%	-3%
CCCCCCCC1=CC2=C(Cl)C(=O)C(C)(OC(C)=O)C(=O)C2=CN1C (configuration not stated)	-3%	-4%
N[C@@H](Cn1cc(I)c(=O)n(Cc2ccc(C(=O)O)cc2)c1=O)C(=O)O	1%	0%
CC(C)[C@@H](CC(=O)N[C@@H]1CCCC[C@H]1C(=O)N[C@H](CC(=O)N[C@@H](CCC(=O)O)CC(=O)O)Cc1ccccc1)NC(=O)C[C@H](Cc1ccccc1)NC(=O)[C@@H]1CCCC[C@H]1N	34%	2%
O=C1c2c(O)ccc([N+](=O)[O-])c2C(=O)c2c([N+](=O)[O-])ccc(O)c21	6.3µM*	11µM*
N#CCCn1c(=O)c(-c2ccc(F)cc2)nc2cnc(OCc3ccccc3)nc21	-18%	-3%
Cc1noc(C)c1-c1cc(N2CCN(C)CC2)ncn1	0%	-1%
COc1c2c(cc3c1C(CC(=O)c1c(O)c(OC)c4occc4c1OC)[N+](C)(C)CC3)OCO2 (configuration not stated)	4%	-15%
CCNC(=O)[C@H](C)/C=C/C(NC(=O)OCc1ccccc1)c1ccc(C(=O)OC)cc1 (some centres not stated)	0%	-1%
N#Cc1cccc(NC(=O)N2CC3(CCN(C(=O)c4ccco4)CC3)C2)c1	0%	-12%
COc1cccc(-c2nccc(NCc3cccs3)n2)c1	29%	-15%
CNc1ncnc2ccc(-c3ccc4c(c3)OCO4)cc12	0%	0%
CN(C)/[N+]([O-])=N/Oc1cc(O/[N+]([O-])=N/N2CCCC2CO)c([N+](=O)[O-])cc1[N+](=O)[O-] (configuration not stated)	21%	-5%
COc1ccc(C2OC3C(CO)OC(n4cnc5c(=O)[nH]c(N)nc54)C3O2)cc1 (configuration not stated)	5%	-8%
CCOC(=O)CCN1C(=O)[C@@H]2[C@H]3C(=CC[C@H]2C1=O)C(=O)[C@H]1O[C@H]1[C@H]3O	2.2µM*	-84%[10 µM]
C#CCn1c(=O)c2c(nc(/C=C/c3cccc(OC)c3)n2C)n(CCCOP(=O)(O)O)c1=O	-3%	-4%
COc1ccc2c(c1)C(=O)[C@H](OC(=O)N[C@H]1CCCc3ccccc31)[C@@H](c1ccc(OC)c(Br)c1)O2	-3%	2%
COC(=O)C/C=C\[C@@H](C)[C@@H](/C=N\O[C@@H](C)c1cc(-c2c(C)cc(C)cc2C)no1)NS(=O)(=O)c1ccc(C)cc1	-15%[10 µM]	-8%[10 µM]
COC(=O)[C@H]1CC=C[C@H]2CCN(Cc3ccc(Cl)c(Cl)c3)C(=O)[C@@H]12	u	1%
CCCCC[C@H](O)/C=C/C=C\C/C=C\C=C\[C@@H](O)CCCC(=O)O	12%	6%
O=C(c1ccc(F)cc1)C1CCN(CCCCc2ccccc2)CC1	-19%	12%
Cc1noc(C)c1-c1ccc2ncnc(N3CCC(C(=O)O)CC3)c2c1	-31%	4%
C=C1CCC(OC(C)=O)/C(C)=C/CC2[C@H]1CC2(C)C (some centres not stated)	-9%	1%
C=C1CCN(C(CC(C)C)C(=O)Nc2ccc(OC)cc2)S(=O)(=O)c2ccccc21 (configuration not stated)	-11%	0%
O=S(=O)(c1ccccc1)N1CCC2(CCN(c3ncccn3)CC2)CC1	7%	3%
CCCC[C@@H]1CN2[C@H](c3ccc(Br)cc3)[C@H](C)CC[C@H]2C(=O)O1	1%[10 µM]	-6%[10 µM]
N#Cc1cccc(-c2nccc(NCc3cccs3)n2)c1	u	16%
COc1ccccc1CNc1nc(-c2ccccc2CN(C)C)nc2ccccc12	u	-11%
N#CCCn1c(=O)cnc2cnc(N3CCNCC3)nc21	-9%	-10%
COc1cccc(Cn2c(=O)c(-c3cccs3)nc3cncnc32)c1	-23%	5%
COc1ccc2c(c1)C(=O)[C@H](OC(=O)Nc1ccc(OC(F)F)cc1)[C@@H](c1ccc(OC)c(Br)c1)O2	1%	-5%
CN(C)c1cc(-c2cccc(NS(C)(=O)=O)c2)ncn1	13%	-6%
COCC(=O)N1CCC2(CC1)CN(c1ccccn1)C2	-3%	7%
CC(=O)N1CC=CC1(CC(C)C)C(=O)NCc1ccc(C)o1 (configuration not stated)	23%	29%
OC1c2ccccc2-c2nc3ccccc3cc21 (configuration not stated)	-36%	-28%
CC[C@@H](c1ccccc1)n1c(=O)n2n(c1=O)[C@H]1[C@H](O)[C@H]3O[C@H]3C(=O)[C@H]1CC2	3%[10 µM]	-4%[10 µM]
